# From PubChem BioAssay
# CHRM5 agonist = CHRM5 agonism in calcium assay. activation, % at 3 µM. actives 0.19% (n = 360,000). CHO-K1 hM5 cells, Fluo-8 calcium fluorescence; 0% DMSO wells, 100% maximal acetylcholine response. AID 624037. P08912;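 active = activation above the run's mean over test compounds plus 3 SD, cut at about 23% in these data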;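 note: signal is peak over basal fluorescence ratio across the kinetic read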
# Target sequence (P08912 whole entry, looked up): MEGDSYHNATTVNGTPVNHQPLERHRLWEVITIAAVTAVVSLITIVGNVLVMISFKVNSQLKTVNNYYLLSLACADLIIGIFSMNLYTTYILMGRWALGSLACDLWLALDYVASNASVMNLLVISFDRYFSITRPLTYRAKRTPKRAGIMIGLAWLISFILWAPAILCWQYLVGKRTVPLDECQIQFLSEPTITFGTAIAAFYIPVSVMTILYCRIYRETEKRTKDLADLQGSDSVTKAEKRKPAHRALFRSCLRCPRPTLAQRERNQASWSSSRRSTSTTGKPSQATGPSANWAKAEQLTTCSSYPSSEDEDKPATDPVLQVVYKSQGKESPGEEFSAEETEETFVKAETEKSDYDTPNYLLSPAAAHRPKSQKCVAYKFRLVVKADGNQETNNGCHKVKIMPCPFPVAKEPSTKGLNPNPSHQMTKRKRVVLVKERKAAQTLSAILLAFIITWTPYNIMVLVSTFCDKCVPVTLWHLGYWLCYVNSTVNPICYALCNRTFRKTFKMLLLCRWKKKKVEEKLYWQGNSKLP
# M4 antag = antagonists of human muscarinic M4 receptor (CHRM4) | CHO-hM4 cells, ACh EC80, Fluo-8 calcium fluorescence | inhibition, % at 3 µM | actives 0.73% (n = 360,000) | AID 624125;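 active = inhibition above its plate's cutoff, the mean inhibition of sample wells plus 3 SD, cut at about 27% in these data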;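 note: 0% = acetylcholine EC80 with DMSO and 100% = DMSO without agonist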
# IDE cell inh = inhibitors of human insulin-degrading enzyme in cells; P14735; HEK cells, FAbetaB cleavage, fluorescence polarization; inhibition, % at 5.59 µM; actives 0.41% (n = 320,000);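 active = percent inhibition above the average of all tested compounds plus 3 SD, set per screening campaign, cut at about 16% in these data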;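 note: IDE supplied by intact live HEK cells; FP after avidin binding of uncleaved biotin substrate so inhibition keeps polarization high; 0% = DMSO wells and 100% = 60 µM reference IDE inhibitor Ii1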
# CRFR2-BP antag = CRF-BP/CRF-R2 complex antagonism; actives 0.59% (n = 350,000); inhibition, % at 11.8 µM; AID 588475; HEK293 CRF-R2/CRF-BP, CRF-induced calcium fluorescence;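 active = inhibition of the ligand-induced calcium signal above about 50% at the single tested concentration, limit read from the data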
# CHRM4 agonist = agonists of human muscarinic M4 receptor (CHRM4); activation, % at 3 µM; P08173; CHO-K1 hM4/Gqi5, Fluo-8 calcium fluorescence; vehicle 0%, full acetylcholine response 100%; actives 0.14% (n = 360,000);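 active = activation above the run mean over all test wells plus 3 SD, cut at about 32% in these data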;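 note: peak over basal fluorescence ratio per well then scaled between controls; 0% = DMSO wells and 100% = acetylcholine at EC100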
# CRFBP-R2 agonist = agonists of human CRF-binding protein/CRF-R2 receptor complex; HEK293 CRF-R2/CRF-BP, calcium dye fluorescence (FLIPR); percent of saturating CRF peptide response; AID 588473; actives 0.46% (n = 350,000); activation, % at 13.2 µM;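 active = activation of at least 50%, plus an integration ratio under a set limit after plate pattern correction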;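 note: plate controls were neutral control wells without compound for no effect and CRF at EC100 for full effect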
# CHRM5 PAM = positive allosteric modulators of human muscarinic M5 receptor. P08912. CHO-K1 hM5, Fluo-8 calcium, ACh EC20 PAM; 0% = ACh EC20, 100% = ACh EC100. activation, % at 3 µM. actives 0.3% (n = 360,000). AID 624038;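 active = activation above the run cutoff, the mean activation of all test compounds plus 3 SD, cut at about 18% in these data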
#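 Test system: CHO-K1 hM5 cells / Doses: single-point, 3 µM nominal / Times: Post-acetylcholine fluorescence recording 140 s / Technique: Fluo-8 calcium fluorescence / Measure: Max/basal fluorescence ratio as % of EC20–EC100 ACh window / Benchmarks: low control EC20 acetylcholine (0%), high control EC100 acetylcholine (100%) / Replicates: one well per compound, no replicates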
# M5 antag = blocks acetylcholine activation of human M5 receptor; inhibition, % at 3 µM; CHO-hM5 cells, Fluo-8 calcium fluorescence, ACh EC80; AID 624040; actives 0.59% (n = 360,000);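 active = inhibition above a per-plate cutoff, the mean of that plate's test compounds plus 3 SD, cut at about 27% in these data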;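 note: 0% = acetylcholine EC80 with DMSO and 100% = DMSO without agonist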
# M4 PAM = positive allosteric modulators of human muscarinic M4 receptor. activation, % at 3 µM. CHO-K1 hM4/Gqi5, Fluo-8 calcium fluorescence, ACh EC20; 0% = ACh EC20, 100% = maximal ACh. actives 0.4% (n = 360,000). P08173. AID 624126;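 active = activation above its plate's cutoff, the mean activation of sample wells plus 3 SD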; note: some results filed as inactive read as strong as hits
# * marks the source's active call; other numbers are inactive results; . = not tested or not shown.
entry	Molecule	CHRM5 agonist	M4 antag	IDE cell inh	CRFR2-BP antag	CHRM4 agonist	CRFBP-R2 agonist	CHRM5 PAM	M5 antag	M4 PAM
1	CCCCC(=O)NC(Nc1nc(C2CC2)cs1)(C(=O)OCC)C(F)(F)F (configuration not stated)	-10	1	1	9	-2	-0.8	-2	6	-3
2	O=C(Nn1c(C2CCC2)nc2ccccc2c1=O)C1CCC1	0	15	2	11	0	10	-3	4	-9
3	Cc1ccc(S(=O)(=O)N2CCN(C(=S)NCc3ccc4c(c3)OCO4)CC2)cc1	2	3	2	-9	9	4.8	-3	10	-12
4	O=C(CO)N/N=C/c1ccc(Cl)cc1	2	1	-1	3	2	0.7	6	-4	4
5	CC(C)OC(=O)Nc1ccc2c(c1)N(C(=O)CCN1CCN(CCO)CC1)c1ccccc1CC2	-3	-3	3	5	1	4.5	5	-10	9
6	COc1ccc(NC(=O)CSc2nnc(Cc3cccs3)n2C)cc1	-2	5	5	-4	1	-0.5	7	0	2
7	CN(CC(=O)NCc1ccco1)CC(=O)Nc1ccc(F)c(F)c1F	2	-1	3	2	1	-0.7	8	8	3
8	CC(=O)N1c2ccc(S(=O)(=O)N3CCCCC3)cc2CC1C(=O)Nc1ccc(F)cc1C (configuration not stated)	-4	11	-1	8	1	-1.6	-6	11	-6
9	CC1(C)NC(=O)N(CC(=O)N2CCN(S(=O)(=O)c3cc(Cl)ccc3Cl)CC2)C1=O	0	-8	2	-6	2	-0.9	-4	6	6
10	O=C(COc1ccc(Br)cc1)N1CCOCC1	0	-11	2	16	1	-1.7	18*	-19	4
11	COc1cccc(NC(=O)CN(C)C(=O)CCNC(=O)c2ccccc2OC)c1	1	-6	.	1	1	-0.2	0	6	9
12	CSc1nnc(-c2ccc(S(=O)(=O)N3CCOCC3)cc2)n1CC1CCCO1 (configuration not stated)	-1	12	2	6	0	-1.6	5	-6	10
13	O=C(NCCN1CCOCC1)c1cc2cc([N+](=O)[O-])ccc2s1	1	5	2	5	3	-0.6	0	-2	3
14	CC(C(=O)Nc1cccnc1)c1ccc([N+](=O)[O-])cc1 (configuration not stated)	2	0	2	12	3	1.0	1	-8	-4
15	CC(=O)N/C(=C/c1ccc(OS(=O)(=O)c2ccc(C)cc2)cc1)C(=O)Nc1ccc(C(=O)O)cc1	0	-1	2	0	0	2.3	-5	15	6
16	CCN1CCC(NC(=O)Nc2cc(Cl)ccc2OC)CC1	-4	-8	2	14	1	-2.4	8	-13	5
17	COc1ccc2c(c1OC)OCC2C (configuration not stated)	-3	-7	.	25	-1	1.6	1	10	1
18	CN1C(=O)C(O)(CC(=O)/C=C/C=C/c2ccccc2)c2ccccc21 (configuration not stated)	2	0	2	-31	2	1.5	1	6	6
19	CCc1nc2c(OCCn3cccc3)cccn2c1N(C)C(=O)c1ccc(C)cc1	-3	-14	.	.	0	.	-3	2	-2
20	CN1CCCN(C(=O)CNC(=O)c2ccccc2Br)CC1	1	-1	-4	-25	0	2.6	1	-8	4
21	Cc1ccsc1C(=O)OCC(=O)Nc1nnc(-c2ccccc2)o1	-1	11	1	12	1	-1.4	1	4	3
22	COC(=O)C(Cc1ccccc1)NC(=O)CNC(=O)c1ccc(Br)cc1 (configuration not stated)	-3	4	0	-13	2	-2.8	5	2	-5
23	CCOC(=O)C1=C(C)N(CCCC(=O)O)C(=O)NC1c1ccc([N+](=O)[O-])cc1 (configuration not stated)	0	-2	0	23	1	-5.4	5	11	17
24	CC(OC(=O)c1ccc(NC(=O)CC#N)cc1)C(=O)Nc1ccc(S(=O)(=O)N2CCCC2)cc1 (configuration not stated)	-3	3	.	-7	1	-0.8	2	1	-3
25	O=C(c1ccco1)N1CCN(c2ccccc2F)CC1	1	2	10	-23	0	-1.5	-2	7	-2
26	Cc1ccc(C(=O)/C=C/Nc2cccc(O)c2)cc1	-1	-2	2	-1	-1	1.6	35*	18	18
27	CCS(=O)(=O)N1Cc2ccccc2CC1C(=O)NCCc1c[nH]c2ccccc12 (configuration not stated)	-2	0	8	-2	1	-0.1	-3	11	-7
28	COc1ccc(NC(=O)c2cccc([N+](=O)[O-])c2)cc1	-3	-6	3	-6	1	1.5	-4	1	7
29	Cc1ccccc1OCc1nc(-c2ccc(NC(=O)c3ccco3)cc2)no1	0	1	3	7	5	2.2	-10	5	-6
30	CS(=O)(=O)N(Cc1nnc(-c2cccs2)o1)c1ccc(Cl)cc1F	-1	-3	1	2	1	-0.4	2	-2	-4
31	CC1(c2ccc(OC(F)F)cc2)NC(=O)N(CC(=O)c2ccc3c(c2)OCO3)C1=O (configuration not stated)	42*	-8	-1	-31	40*	86*	-21	5	-8
32	N=c1sccn1CC(=O)Nc1ccccc1Cc1ccccc1	-6	2	-2	15	1	0.8	3	-4	5
33	Cc1cc(C)c2c(=O)[nH]c(SCc3ccccc3)nc2n1	0	9	5	-2	3	-0.3	-1	7	-2
34	O=C(c1ccc(-c2ccccc2Cl)o1)N1CCN(S(=O)(=O)c2cccs2)CC1	3	-25	4	-5	3	4.0	0	0	17
35	CC(OC(=O)c1nn(C)c(=O)c2ccccc12)C(=O)Nc1ccc(S(N)(=O)=O)cc1 (configuration not stated)	2	-2	-2	-2	0	0.7	9	-7	-2
36	COC(=O)c1c(NC(=O)CN2C(=O)NC3(CCC(C(C)(C)C)CC3)C2=O)sc2c1CCCCC2 (configuration not stated)	-1	-4	0	-67	0	-1.7	-2	2	6
37	Cc1ccc(-n2nc3c(c2NC(=O)c2ccc4c(c2)OCO4)CSC3)cc1	3	2	0	3	1	1.2	0	1	5
38	O=C(CSc1nnc(SCc2ccc(F)cc2)s1)Nc1ccc(C(=O)O)cc1	-2	14	-4	22	2	-0.2	2	-6	9
39	CCOc1ccccc1NC(=O)CN(c1nccs1)S(=O)(=O)c1ccc(N)cc1	-9	5	1	-7	1	-0.9	1	-4	1
40	Cc1ccc([N+](=O)[O-])c(NC(=O)COC(=O)C2CC3CCCC(C2)C3=O)c1C (configuration not stated)	-2	1	3	24	4	0.7	-1	0	3
41	O=C(Nc1ccc(N2CCOCC2)cc1)c1cccc2c(-c3ccc(F)c(F)c3)coc12	0	2	.	.	1	.	-1	8	-2
42	O=C1CC(c2cccs2)c2ccc3ccccc3c2N1 (configuration not stated)	-1	-3	7	-41	2	-1.9	1	5	14
43	CNC(=O)c1cc2cc(Cc3ccccc3Cl)ccc2oc1=O	0	3	9	20	1	-4.4	0	7	0
44	O=C(CN(Cc1ccc(Cl)cc1)C(=O)CNS(=O)(=O)c1ccc(F)cc1)NCC1CCCO1 (configuration not stated)	-3	9	3	0	2	-1.1	4	15	-6
45	O=C(/C=C/c1ccccc1)Oc1coc(CSc2ncccn2)cc1=O	-5	10	4	-12	2	0.7	5	8	19
46	CC(=O)c1cccc(S(=O)(=O)N2CCC(C(=O)O)CC2)c1	1	-6	1	-1	1	-0.4	5	-8	-9
47	Nc1nc(-c2cccc(F)c2)cs1	-1	0	2	-4	1	-0.5	6	-4	2
48	COc1cccc(CNc2ccc(S(N)(=O)=O)cc2)c1OC	3	-9	-2	23	3	-8.4	-3	-8	14
49	COc1ccc(C=Nc2ccc3[nH]ncc3c2)c(O)c1	-4	-6	5	9	1	1.0	-5	6	10
50	O=C(Nc1ccon1)c1ccc(Cl)s1	3	-4	2	-13	1	-1.2	1	0	7
51	CN(C)Cc1nc2c(c(=O)[nH]1)C(C)(C)Cc1ccccc1-2	-1	-7	-1	-20	3	6.7	-4	4	5
52	Cc1nn(C)c(C)c1CCC(=O)N1CCCC(N2CCN(c3ccc(F)cc3)CC2)C1 (configuration not stated)	0	-2	3	-8	1	1.0	2	-9	0
53	Cc1cccc(C)c1NC(=O)Cn1c(=O)c(N2CCCCC2)c(N)n(C)c1=O	-2	-6	0	-16	1	1.2	9	4	12
54	COc1ccc(-c2cc([C@H]3[C@@H]4C=CCC[C@@]4(C)C(=O)N3Cc3ccccc3)ccc2F)cc1	5	-9	-4	-8	1	3.8	-3	2	4
55	CCCCC[C@@H](C)N1C[C@H](COCc2ccccc2)Oc2cc(N3CCC[C@@H]3COC)ccc2S1(=O)=O	1	-4	.	.	-1	.	-7	3	3
56	CCOCc1nnc(NC(=O)CSc2ccc(C)cc2)s1	6	3	3	-26	0	-0.4	0	-2	5
